Source: PubChem (National Center for Advancing Translational Sciences (NCATS))
Tb PYK inh: T. brucei pyruvate kinase inhibition; Q57TT1; TbPYK enzyme, Kinase-Glo Plus ATP luminescence, 45 min; Potency, µM (doses to about 76.8 µM), inactives show at the top dose activity, negative = inhibition, most hits filed as inhibitors; actives 0.12% (n = 410,000); AID 624173; note: nearly all actives have a fitted effect of over 50% in size
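Glycolytic pyruvate kinase of T. brucei was incubated with substrate, test compound and 130 uM ADP for 45 minutes at room temperature. Luminescent Kinase-Glo Plus signal was measured after 10 minutes.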
AMA1-RON2 inh: AMA1-RON2 (P. falciparum) interaction inhibition; AlphaScreen AMA1-biotinylated RON2 peptide binding; Potency, µM (series often up to 58.2 µM), for inactives: top-dose activity change, negative = inhibition, hits mostly inhibitors; actives 0.2% (n = 360,000); AID 720542;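 note: 0% = vehicle wells and -100% = peptide control; nearly all actives have a fitted effect of over 45% in size; some results filed as inactive show a strong effect at the top dose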
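AMA1 (3D7) with his tag at 25 nM final met compounds first, then biotinylated RON2 peptide at 25 nM; detection used donor plus acceptor beads, 10 µg/mL apiece, read by AlphaScreen after 30 min at room temperature.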
* marks the source's active call; other numbers are inactive results; ? = inconclusive; [ ] = another dose, or the depositor's remark. Calls come from the whole dose curve; as a rule, active = well fitted curve in the direction sought with a large enough effect; inconclusive = small, poorly fitted or top-dose-only effect, or another doubt; inactive = no such curve, though single readings can be large; an effect the other way counts as inactive or inconclusive. Unless noted, % is set by controls: 0 for no effect and ±100 for the full control effect; potency is the fitted concentration of half-maximal effect. Not all compounds are listed (hit frequency here may not be typical).

SMILES	Tb PYK inh	AMA1-RON2 inh
CCCCCCCCN1C(=O)[C@H](CC(=O)N2CCN(C(=O)c3ccco3)CC2)C[C@@]2(C(=O)OCC)CCCC=C12	6%	-16%
COC(=O)[C@]1(C)N[C@H](CN(C)C(=O)Nc2ccc(C(F)(F)F)cc2)[C@@H]2C(=O)N(C)C(=O)[C@@H]21	-4%	-9%
COc1ccc(CN2C(=O)C(CC(=O)NCCCN(C)C)CC(C(=O)N(C(C)C)C(C)C)=C2C)cc1 (stereo not given)	12%	7%
CN1OC[C@@H]2CN(C(=O)CCc3ccccc3)[C@H](c3ccc(N4CCCCC4)cc3)C[C@@H]21	-15%	-3%
CCC[C@H]1CN(c2ccc(OC)cc2)C(=O)[C@@H]1CC(=O)Nc1ccccc1	2%	-1%
C=CC[C@@H](CC(=O)N(CCO)Cc1ccccc1)C(=O)N[C@@H](COC(=O)[C@@H](CC=C)Cc1ccc(F)cc1)Cc1c[nH]c2ccccc12	3%	-13%
CN(C(=O)c1ccc(NC(=O)Cc2ccc([N+](=O)[O-])cc2)cc1)C1CC1	-9%	-6%
CCOC(=O)[C@]12CCC=C1N(Cc1ccc(Cl)cc1Cl)C(=O)[C@H](CC(=O)NCC1CCCCC1)C2	4%	-14%
COc1ccc(CC(=O)N/N=C/c2ccc(C)s2)cc1	4%	-7%
O=C(O)c1ccc(CNC(=O)c2ccc(S(=O)(=O)N3CCCC3)cc2)cc1	2%	-4%
Cc1ccc(OCc2cc(C(=O)N(C)C3CCCc4ccccc43)no2)cc1C (stereo not given)	-7%	31%[activator]
CN(c1ccc(O)cc1)c1nc(O)c(C2=c3ccccc3=NC2=O)s1	-3%	-26%

Seven compounds from above, sorted by length of the SMILES, largest number first.
SMILES	Tb PYK inh	AMA1-RON2 inh
COC(=O)[C@]1(C)N[C@H](CN(C)C(=O)Nc2ccc(C(F)(F)F)cc2)[C@@H]2C(=O)N(C)C(=O)[C@@H]21	-4%	-9%
CCCCCCCCN1C(=O)[C@H](CC(=O)N2CCN(C(=O)c3ccco3)CC2)C[C@@]2(C(=O)OCC)CCCC=C12	6%	-16%
CN1OC[C@@H]2CN(C(=O)CCc3ccccc3)[C@H](c3ccc(N4CCCCC4)cc3)C[C@@H]21	-15%	-3%
CN(C(=O)c1ccc(NC(=O)Cc2ccc([N+](=O)[O-])cc2)cc1)C1CC1	-9%	-6%
CCC[C@H]1CN(c2ccc(OC)cc2)C(=O)[C@@H]1CC(=O)Nc1ccccc1	2%	-1%
CN(c1ccc(O)cc1)c1nc(O)c(C2=c3ccccc3=NC2=O)s1	-3%	-26%
COc1ccc(CC(=O)N/N=C/c2ccc(C)s2)cc1	4%	-7%

The results go on:
SMILES	Tb PYK inh	AMA1-RON2 inh
O=C(O)c1sc(C(=O)O)c(-c2ccccc2)c1-c1ccccc1	6%	-1%
CC[C@]12c3[nH]c4cc(CCC(=O)N(C)C)ccc4c3CCN1C(=O)[C@@H](CC(=O)NCc1ccc(OC)c(OC)c1)C[C@@H]2C(=O)N1CCN(C(=O)c2ccco2)CC1	-5%	1%
CC(Sc1nnc(-c2ccccc2)c(-c2ccccc2)n1)C(=O)NCC1CCCO1 (stereo not given)	10%	17%
Cc1ccc(S(=O)(=O)N2[C@@H](c3ccc(Cl)c(Cl)c3)C(C(=O)O)=C[C@H]2CC2CCCC2)cc1	-2%	-5%
C=C1C(=O)OC2C1CCC(C)C1C=CC(=O)C12C (stereo not given)	2%	8%
O=C(O)CNC(=O)C1(N2C(=O)c3ccccc3C2=O)CCCC1	-1%	14%
CC(=O)OC1C(OC(C)=O)C2C(C)CC3OC(=O)C(C)C3CC2(C)C1OC(C)=O (stereo not given)	4%	15%
O=C(NCc1ccc2c(c1)OCO2)c1[nH]c(C(F)(F)F)nc1-c1ccccc1	3%	-16%
Cc1ccsc1C(=O)OCC(=O)NC1CC1	7%	0%
Cc1ccc(/C=N/n2nnnc2N)cc1	3%	2%
CCc1nc2c(OCCC3CCCCC3)cccn2c1N(C)C(=O)c1ccncc1	0%	3%
COc1cccc(C(NC(C)=O)c2nc(-c3ccccc3C)cs2)c1 (stereo not given)	0%	0%
Cc1c(Cl)cccc1NS(=O)(=O)c1ccccc1	2%	-21%
CCCCN1C[C@H](COC(=O)CCC)Oc2cccc(F)c2S1(=O)=O	-5%	21%
COCCCN1C(=O)C(CC(=O)NC(c2ccccc2)c2ccccc2)CC(C(=O)N(C(C)C)C(C)C)=C1C (stereo not given)	-1%	8%
CCCCN1CC(COCc2ccccc2)Oc2cccc(N3CCCC3)c2S1(=O)=O (stereo not given)	-8%	-4%
COc1ccc(CNC(=O)C[C@H]2C[C@H](C(=O)N3CCOCC3)[C@@]3(C)c4[nH]c5cc(CCC(=O)N(C)C)ccc5c4CCN3C2=O)cc1OC	-4%	11%
CCCCn1c(N)c(N(C(=O)CSc2nncn2-c2ccccc2C)C2CCCC2)c(=O)[nH]c1=O	-3%	-5%
CC1Cc2[nH]c(=S)[nH]c(=O)c2C(c2ccc(C(C)C)cc2)O1 (stereo not given)	4%	52%[activator]
O=C(OCCN1CCOCC1)c1ccccc1Cl	-2%	5%
CC(C)CC1NC(=O)C(CC(C)C)N(CO)C1=O (stereo not given)	-10%	3%
Cc1ccc(S(=O)(=O)N2CCOCC2)cc1NC(=O)COC(=O)c1ccc(Cl)nc1	-2%	5%
COC(=O)C1=C(c2ccc(S(C)(=O)=O)cc2)C[C@@H]2CC[C@H]1N2C(=O)NCCCOC(C)C	1%	-4%
COC1C(CO)OC(n2c3c(Cl)cccc3c3c4c(c5c6cccc(Cl)c6[nH]c5c32)C(=O)NC4=O)C(O)C1O (stereo not given)	-1%	-14%
C[C@@H]1CCCCO[C@@H](CN(C)C(=O)Cc2ccccc2)[C@@H](C)CN([C@H](C)CO)C(=O)c2cc(N(C)C)ccc2O1	-5%	8%
Cc1cccc(C)c1-n1nnnc1C1c2ccccc2C(=O)N1CCc1ccc(O)cc1 (stereo not given)	2%	1%
C=CCOc1cccn2c(N(C=O)Cc3ccc(OC)cc3)c(CC)nc12	0%	-2%
c1cnn2c(-c3ccc4c(c3)CCO4)cnc2c1	1%	18%
CNc1cc(-c2ccc(OC)nc2)ncn1	4%	6%
O=S(=O)(CCN1CCOCC1)c1ccc(Cl)cc1	0%	-11%
O=C(OCc1cn([C@@H]2CN(CC3CCCCC3)[C@@H](c3ccccc3)C[C@H]2O)nn1)c1ccccc1	-5%	2%
CCN(CC)C(=O)c1cccc(-c2csc(C(O)c3cccc(Cl)c3)n2)c1 (stereo not given)	-14%	-8%
CN(C)c1ncnc2c1ncn2-c1ccccc1	-10%	4%
C=CCN1[C@@H](Cc2ccccc2)COCCS1(=O)=O	-3%	-8%
CCOC(=O)c1c(O)cc(OC)cc1CCc1ccccc1	0%	59%[activator]
COc1cc(-c2cnc3c(NC(C)=O)cc(-c4ccccc4CN(C)C)cn23)cc(OC)c1OC	-2%	-7%

Reformatted field by field: entries from further up
> CN(C)c1ncnc2c1ncn2-c1ccccc1
  Tb PYK inh = -10%
  AMA1-RON2 inh = 4%
> C=CCOc1cccn2c(N(C=O)Cc3ccc(OC)cc3)c(CC)nc12
  Tb PYK inh = 0%
  AMA1-RON2 inh = -2%
> O=S(=O)(CCN1CCOCC1)c1ccc(Cl)cc1
  Tb PYK inh = 0%
  AMA1-RON2 inh = -11%
> C[C@@H]1CCCCO[C@@H](CN(C)C(=O)Cc2ccccc2)[C@@H](C)CN([C@H](C)CO)C(=O)c2cc(N(C)C)ccc2O1
  Tb PYK inh = -5%
  AMA1-RON2 inh = 8%

Other records.
SMILES	Tb PYK inh	AMA1-RON2 inh
COCc1ccc(C(=O)Nc2cccc(S(=O)(=O)N(C)c3ccccc3)c2)cc1	1%	-8%
O=C(c1c(F)c(F)c(F)c(F)c1F)N1CCN(Cc2ccc3c(c2)OCO3)CC1	-4%	-5%
COc1cc(Cl)ccc1OCc1cc(C(=O)N2CCN(C3CCCCC3)CC2)no1	2%	8%
O=CN/C=C/c1cccc(O)c1	3%	12%
CC(C)(C)OC(=O)C[C@@H]1C/C=C\C[C@@H](CC(=O)N(CCO)Cc2ccccc2)C(=O)N[C@H](Cc2c[nH]c3ccccc23)COC1=O	-1%	-5%
CC(C)(C)NC(=O)C[C@H]1C[C@H](C(=O)N2CCOCC2)[C@@]2(CCC3CCCC3)c3[nH]c4ccc(Cl)cc4c3CCN2C1=O	4%	5%
CC(C)CC1C(=O)N(Cc2cn(CC3CCCCC3)nn2)CCS(=O)(=O)N1Cc1ccc(-c2ccc(Cl)cc2)cc1 (stereo not given)	3%	0%
COc1ccc(C=CC(=O)c2c(OC)cc(OC)c(OC)c2O)cc1	1%	?
CCC[C@H](N[C@@H](CCC)[C@H](O)c1ccccc1)[C@H](O)c1ccccc1	0%	-13%
COc1cc2c(cc1OC)CN(C(=O)CCC(=O)c1ccc(F)cc1)CC2	0%	3%
O=C(O)c1ccccc1Cc1ccc2c(c1)CCCC2	-2%	-4%
CCCC(=O)N1CCCC1(C)C(=O)Nc1cccc(OC(C)C)c1 (stereo not given)	8%	11%
O[C@@H]1C[C@H](c2ccc(Cl)cc2)N(Cc2cccs2)C[C@H]1n1cc(C2CC2)nn1	-13%	2%
O=C(NCc1ccccc1)C1Nc2ccc(OC(F)(F)F)cc2C2C=CCC12 (stereo not given)	-13%	2%
Cc1ccc(NC(=O)C2(C)CCN2Cc2csc3ccccc23)cc1 (stereo not given)	1%	-8%
C[C@H](CO)N1C[C@H](C)[C@@H](CN(C)C(=O)Nc2ccc3c(c2)OCO3)Oc2c(NC(=O)Nc3ccc(C(F)(F)F)cc3)cccc2C1=O	-6%	-11%
CN(C(=O)c1cccc(NC(=O)Cc2ccc(NC(=O)C3CCCN(S(=O)(=O)c4cccc([N+](=O)[O-])c4)C3)cc2)c1)C1CCC1 (stereo not given)	2%	-7%
CCOC(=O)c1ccccc1NC(=O)Cn1cnc2c(cnn2-c2ccc(OC)cc2)c1=O	-8%	2%
N#Cc1ccc(OCC(=O)OCC(=O)NC2CC2)cc1	1%	-1%[11.6 µM]
CCOc1ccc(CCN2C(=S)N([C@@H](Cc3ccc(O)cc3)CN3CCC[C@@H]3CN3C(=S)NC[C@@H]3Cc3ccccc3)C[C@@H]2Cc2ccccc2)cc1	-4%	9%
CC(C)CC1NC(=O)c2cc3ccccc3cc2-n2c1nc1ccc(F)cc1c2=O (stereo not given)	7%	34%[activator]
CCOc1ccccc1N1CC(C(=O)NC2CCCCCC2)CC1=O (stereo not given)	-2%	7%
CCCC(=O)N1CCC1(C)C(=O)NS(=O)(=O)c1cccc(C)c1 (stereo not given)	2%	-5%
O=C(c1ccco1)N1CCN(c2ccc([N+](=O)[O-])cn2)CC1	1%	9%
CCCCC[C@H](C)N1C[C@H](COCc2ccccc2)Oc2cc(N3CCC[C@@H]3COC)ccc2S1(=O)=O	6%	-5%
CSc1ccc(C(O)c2ncc(-c3ccc(F)cc3)[nH]2)cc1 (stereo not given)	-1%	-29%
CCCCN1CCC(=O)C(C(=O)OCC)=C1C(=O)OCC	-2%	-2%
CC(NC(=O)COC(=O)c1c[nH]c2ccccc12)c1ccccc1 (stereo not given)	5%	-2%
CC(=O)OC1CCC2(C)C3=CCC4(C)C(C(C)=O)=CCC4C3CCC2C1 (stereo not given)	5%	-7%
COC(=O)C1=C(c2ccc(OCc3ccccc3)cc2)C[C@@H]2CC[C@H]1N2C(=O)NCc1ccc([N+](=O)[O-])cc1	1%	-16%
CC(=O)c1ccc(OCC(=O)N(C)C2CCS(=O)(=O)C2)cc1 (stereo not given)	-10%	1%
CN(C)Cc1cn(CCC(=O)O)c2ccccc12	-6%	5%
COc1cc(OC)nc(C(NC(=O)C2CCN(Cc3ccc(Oc4ccccc4)cc3)CC2)c2ccccc2C)n1 (stereo not given)	-10%	-19%
COc1ccc(CCC(=O)Nc2ccc(S(=O)(=O)N3CCOCC3)cc2)cc1OC	-7%	6%
CCOC(=O)CN1CC(C)(C)N(CC(=O)OCC)CC1(C)C	3%	25%
CCOC(=O)[C@]12CCCC=C1N(Cc1cccc3ccccc13)C(=O)[C@H](CC(=O)N1CCN(C(=O)C3CC3)CC1)C2	-9%	-13%
O=C(O)c1ccc([N+](=O)[O-])cc1-c1cc([N+](=O)[O-])ccc1C(=O)O	0%	-1%
Cc1ccccc1-c1cc(C(=O)NCc2ccc(OC(F)(F)F)cc2)n(CC2CC(c3cccnc3)=NO2)n1 (stereo not given)	6%	15%
COc1cc(C(C)n2nnc3ccccc32)ccc1O (stereo not given)	1%	-7%
O=C(Nc1ccccc1)c1cc(C2CCCN(C(=O)C/C=C/c3ccccc3)C2)on1 (stereo not given)	1%	-8%
